eIF2B yeast act: GCN4-lacZ reporter reduction in eIF2B-epsilon mutant yeast, primary screen, S. cerevisiae, eIF2B-epsilon R284H, Beta-Glo luminescence; inhibition, % at 25 µM (by protocol); AID 688, 2007; 27,000 compounds, 0.91% hits;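 active = mutant luminescence inhibited past about 50% while wild type luminescence and mutant growth stay under set limits, limit read from the data; inconclusive = mutant versus wild type luminescence inhibition gap past a set limit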; also: some compounds called inactive have numbers as strong as hits
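Times: 16 h growth with compound at 30 °C, 90 min Beta-Glo step; Assay system: yeast eIF2B-epsilon R284H mutant carrying GCN4–beta-galactosidase fusion; Measure: % inhibition of reporter signal and growth versus controls; Dosing: one concentration, 25 µM, 0.25% DMSO; Buffer or medium: YPD yeast growth medium; Measured by: Beta-Glo luminescence plus absorbance at 595 nm.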
Yeast growth tox: yeast growth toxicity, wild-type and mutant, primary screen, cytotoxicity control for eIF2B function restoration project, wild-type and eIF2Bepsilon R284H mutant, A595 | S. cerevisiae wild-type growth, A595 turbidity, 16 h | growth inhibition, % at 25 µM (by protocol) | 30,000 compounds, 0.3% hits | AID 685, 2007;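 active = mutant and wild-type yeast strains alike exhibit over 30% growth inhibition; inconclusive = a strain exceeds 50% while the second remains under 30%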;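 also: 0% = untreated cell controls and 100% = YPD media blanks without cells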
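Incubation: 16 h growth with compound, 30 °C; Material: S. cerevisiae wild-type or eIF2Bepsilon-R284H mutant strain; Signal: turbidity measured as absorbance at 595 nm; Medium: YPD yeast growth medium; Measure: growth inhibition (%) versus cell controls and blanks; Doses: 25 µM single dose.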
Yeast growth tox inhibition %: recorded beside Yeast growth tox, whose call it bears; growth inhibition, %; S. cerevisiae eIF2Bepsilon-R284H mutant growth, A595 turbidity, 16 h;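 each compound tested once at 25 µM; 0% equals untreated cells and 100% equals cell-free medium blanks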
eIF2B yeast act mutant toxicity: recorded beside eIF2B yeast act, whose call it bears; growth inhibition, %; measured here: mutant yeast growth, toxicity;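 each compound tested once at 25 µM; zero equals untreated control growth and 100 equals blank medium absorbance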
* hit, by the source's call; u = inconclusive; x = no result given.

Every second line gives: eIF2B yeast act	eIF2B yeast act mutant toxicity	Yeast growth tox	Yeast growth tox inhibition %
- COc1ccc(OC)c(CN(CCCN2CCOCC2)S(=O)(=O)c2ccc(NC(C)=O)cc2)c1
  32	-4	4	-4
- CC(C)(C)c1cc(CN2CCCC(O)C2)c(O)c(C(C)(C)C)c1 (stereo unspecified)
  11	x	3	0
- O=C(c1ccccc1)N(Cc1cccs1)C1CCS(=O)(=O)C1 (stereo unspecified)
  -36	4	16	4
- O=C(NCCCO)Nc1ccc2nc(-c3ccco3)c(-c3ccco3)nc2c1
  19	8	2	8
- COCCNc1nc(SCC(=O)N2CCN(c3ccccc3)CC2)nc2ccccc12
  13	7	9	7
- CC(C)C(=O)Nc1ccc(C(=O)c2ccccc2)cc1
  10	x	x	x
- CN(C)CCN1CC(C(=O)O)CC1=O (stereo unspecified)
  x	x	28	-17
- O=CN1CCN(C(=O)CN2C(=O)c3ccccc3C2=O)CC1
  0	x	-2	0
- Cc1cc(-c2nnc(SCC(=O)N3C(C)CCCC3C)o2)no1 (stereo unspecified)
  25	-4	8	-4
- CCOC(=O)c1cccc(NC(=O)CCn2cccc2)c1
  38	3	-1	3
- CCC(=O)Nc1ccc(Oc2ccc3c(c2)C(=O)N(c2ccc(O)cc2)C3=O)cc1
  12	3	-7	3
- COc1nc2c(s1)C(=O)NCCC2
  33	19	16	19
- c1ccc2c(c1)nc1n2CCN1CCNC1CCCCC1
  28	5	-15	5
- COC(=O)N1CC(c2ccccc2)CC1=O (stereo unspecified)
  -20	7	1	7
- CN(c1ccc(C(=O)Nc2ccc3c(c2)OCCO3)cc1)S(C)(=O)=O
  50	-3	14	-3
- Cc1ccc(N(C(C)C(=O)N2CCC(C)CC2)S(C)(=O)=O)cc1C (stereo unspecified)
  x	x	-3	7
- O=C(NCc1ccco1)C(Cc1ccccc1)NS(=O)(=O)c1cccc2nsnc12 (stereo unspecified)
  10	-7	7	-7
- Cn1ncc(C#N)c1NC(=O)c1cc(-c2ccccc2Cl)on1
  7	-14	7	-14
- COc1ccc(-c2nn(CC(=O)N3CCCCC3)c(=O)c3ccccc23)cc1
  x	x	6	7
- CC(C)Cn1nc(NC(=O)C2CCCO2)c2cc3ccccc3nc21 (stereo unspecified)
  3	20	-32	20

Another view of 18 compounds above.
Molecule	eIF2B yeast act	eIF2B yeast act mutant toxicity	Yeast growth tox	Yeast growth tox inhibition %
O=C(c1ccccc1)N(Cc1cccs1)C1CCS(=O)(=O)C1 (stereo unspecified)	-36	4	16	4
O=C(NCCCO)Nc1ccc2nc(-c3ccco3)c(-c3ccco3)nc2c1	19	8	2	8
COCCNc1nc(SCC(=O)N2CCN(c3ccccc3)CC2)nc2ccccc12	13	7	9	7
CC(C)C(=O)Nc1ccc(C(=O)c2ccccc2)cc1	10	x	x	x
CN(C)CCN1CC(C(=O)O)CC1=O (stereo unspecified)	x	x	28	-17
O=CN1CCN(C(=O)CN2C(=O)c3ccccc3C2=O)CC1	0	x	-2	0
Cc1cc(-c2nnc(SCC(=O)N3C(C)CCCC3C)o2)no1 (stereo unspecified)	25	-4	8	-4
CCOC(=O)c1cccc(NC(=O)CCn2cccc2)c1	38	3	-1	3
CCC(=O)Nc1ccc(Oc2ccc3c(c2)C(=O)N(c2ccc(O)cc2)C3=O)cc1	12	3	-7	3
COc1nc2c(s1)C(=O)NCCC2	33	19	16	19
c1ccc2c(c1)nc1n2CCN1CCNC1CCCCC1	28	5	-15	5
COC(=O)N1CC(c2ccccc2)CC1=O (stereo unspecified)	-20	7	1	7
CN(c1ccc(C(=O)Nc2ccc3c(c2)OCCO3)cc1)S(C)(=O)=O	50	-3	14	-3
Cc1ccc(N(C(C)C(=O)N2CCC(C)CC2)S(C)(=O)=O)cc1C (stereo unspecified)	x	x	-3	7
O=C(NCc1ccco1)C(Cc1ccccc1)NS(=O)(=O)c1cccc2nsnc12 (stereo unspecified)	10	-7	7	-7
Cn1ncc(C#N)c1NC(=O)c1cc(-c2ccccc2Cl)on1	7	-14	7	-14
COc1ccc(-c2nn(CC(=O)N3CCCCC3)c(=O)c3ccccc23)cc1	x	x	6	7
CC(C)Cn1nc(NC(=O)C2CCCO2)c2cc3ccccc3nc21 (stereo unspecified)	3	20	-32	20

Later entries:
Every second line gives: eIF2B yeast act	eIF2B yeast act mutant toxicity	Yeast growth tox	Yeast growth tox inhibition %
- c1ccc(-c2nc3ccccc3nc2-c2ccccn2)nc1
  5	x	3	0
- Cc1nc(SCC(=O)Nc2c(C)n(C)n(-c3ccccc3)c2=O)nc(C)c1C
  x	x	-4	17
- CCOC(=O)c1[nH]c(C)c(C(=O)Nc2ccccc2F)c1C
  11	-18	7	-18
- O=C(NCc1ccccc1)N1CCN(c2ccc(F)cc2)CC1
  -22	-16	5	-16
- CCN(CCCNC(=O)CN1C(=O)COc2ccccc21)c1ccccc1
  -7	x	x	x
- COc1ccc(S(=O)(=O)N(CC(=O)Nc2cccnc2)c2ccccc2OC)cc1
  x	x	0	10
- O=C(CN1C(=O)CCC1=O)Nc1ccc(S(=O)(=O)N2CCOCC2)cc1
  17	-9	-4	-9
- Cc1ccc(-c2noc(C3CCCN(S(=O)(=O)c4ccc(S(=O)(=O)N(C)C)cc4)C3)n2)o1 (stereo unspecified)
  22	-16	-16	-16
- CCOc1ccc(-c2nc(-c3cccnc3)no2)cc1OCC
  x	x	4	4
- COc1cc2c(C(=O)NCc3ccc4c(c3)OCO4)cn(CC(C)C)c(=O)c2cc1OC
  9	-18	-39	-18
- Cc1ccccc1NC(=O)CSc1nc2c(c(-c3ccco3)c1C#N)CCCC2
  -3	-2	-24	-2
- CSc1nc(N(CCO)CCO)c2sc3nc(-c4ccco4)c4c(c3c2n1)CCC4
  29	-7	14	-7
- Cc1cc(C)cc(OCC(=O)Nc2cccc(C(=O)O)c2)c1
  14	15	28	15
- Cc1c(C(=O)NCc2cccnc2)oc2ccc(S(=O)(=O)N3CCCCCC3)cc12
  25	-4	4	-4
- CN1CCN(CC(=O)N(C)c2nc(-c3ccccc3)cs2)CC1
  4	9	-19	9
- CC(C)CCn1c(=S)[nH]c2ncccc2c1=O
  38	-14	-16	-14
- COc1cc(/C=C(\C#N)c2[nH]nc(N)c2C#N)cc(OC)c1O
  x	x	-27	8
- CCCC(=O)Nc1ccc(C(=O)NCC2CCCO2)cc1 (stereo unspecified)
  x	x	14	0
- COc1ccc(OCc2nnc(SCC(=O)NCc3ccco3)o2)cc1
  -12	-7	12	-7
- CC(C)(C)OC(=O)N[C@@H](Cc1ccccc1)c1nnc(S(=O)(=O)Cc2cccc(F)c2)o1
  13	4	-19	4
- COC(C(=O)Nc1ccc(F)cc1)c1ccccc1 (stereo unspecified)
  -7	-11	48	-11
- CCCCN(CC)C(=O)Cc1cn(C)c2ccccc12
  x	x	10	6
- CCn1c(SCC(=O)Nc2ccc(C)cc2)nnc1-c1ccc(O)cc1
  16	5	-12	5
- COC(=O)c1ccc(NC(=O)CCn2c(=O)oc3ccccc32)cc1
  23	4	12	4
- Cc1ccc(Cn2nnc3c(=O)n(CC(=O)N4CCN(c5ccccc5)CC4)cnc32)cc1
  -26	-4	1	-4
- COC(=O)C1=C(N)Oc2cc(C)n(CCCn3ccnc3)c(=O)c2C1c1cccc(Cl)c1 (stereo unspecified)
  12	-5	3	-5
- Cc1ccc(NC(=O)CSc2nc3ccccc3c3nc(CCc4c(C)n[nH]c4C)nn23)cc1F
  -4	30	u	x
- O=C(Nc1cccnc1)c1c(O)c2cccc3c2n(c1=O)CC3
  7	-57	-28	-57
- CCn1c(=O)cc(SCC(=O)N2CCC(C)CC2)c2ccccc21
  18	7	-3	7
- Cc1ccc(S(=O)(=O)CCc2nnc(N)s2)cc1
  18	-27	-9	-27
- COc1cc(OC)cc(C(=O)NC2CCN(CC(=O)Nc3cccc4ccccc34)CC2)c1
  5	x	x	x
- CC(C)NS(=O)(=O)c1ccc(OCC(=O)NCC2CCCO2)c(Cl)c1 (stereo unspecified)
  13	13	17	13
- Cc1ccc2nc(-c3cccc(S(=O)(=O)N(C)C)c3)cn2c1
  22	-3	24	-3
- COC(=O)C1=C(C)N(C)C(C)=C(C(=O)OC)C1c1ccncc1
  1	x	x	x
- Fc1ccccc1N1CCN(Cc2nc(-c3ccccc3)no2)CC1
  17	7	-12	7
- CCOC(=O)C1C(=O)CC(C)(O)C(C(=O)OCC)C1c1cc(Br)ccc1OC (stereo unspecified)
  8	-2	-10	-2
- CC1(C)C2([N+](=O)[O-])CN(CCO)CC1([N+](=O)[O-])CN(CCO)C2
  23	9	-2	9
- COc1ccc(S(=O)(=O)N[C@@H](Cc2ccccc2)C(=O)N2CC[C@@]3(O)CCCC[C@H]3C2)cc1
  14	-8	5	-8
- O=C(O)CCn1c(=O)sc2ccccc21
  -4	13	-6	13
- CCOC(=O)CSc1nc2cc(C(=O)N3CCC(C(N)=O)CC3)ccc2c(=O)n1-c1ccccc1
  1	7	16	7
- COc1ccc(C(=O)NCCc2nnc(SCc3nc4ccccc4c(=O)[nH]3)n2C)cc1
  x	x	-13	-4
- CCCCCCSC1=C(C#N)C(=O)NC2(CCCCC2)S1
  5	7	-10	7
- CCC(C)c1ccc(O)c(NC(=O)c2cncc(Br)c2)c1 (stereo unspecified)
  27	-12	11	-12
- O=C(c1cccc(S(=O)(=O)N2CCCC2)c1)c1cccc(S(=O)(=O)N2CCCC2)c1
  18	-18	-4	-18
- COc1ccc(C(=O)N2CCN(Cc3cc(OC)c(O)c(OC)c3)CC2)cc1OC
  -8	-9	10	-9
- N#Cc1c(NC(=O)CSc2n[nH]c(N)n2)oc(-c2ccccc2)c1-c1ccccc1
  x	x	14	7
- COc1ccc(N2CCN(CC(O)c3c[nH]c4ccc(OC)cc34)CC2C)cc1 (stereo unspecified)
  31	x	x	x
- CN(C)CCSc1nnc2sc3ccccc3n12
  28	9	9	9
- C=CCn1c(O)c(N=NC(=S)Nc2cccc(C)c2)c2ccccc21
  29	9	14	9
- O=C(NCc1ccc(F)cc1)C1CCCN(C(=O)Nc2ccccc2)C1 (stereo unspecified)
  8	13	5	13

Further structures:
Every second line gives: eIF2B yeast act	eIF2B yeast act mutant toxicity	Yeast growth tox	Yeast growth tox inhibition %
- CC(Cc1ccccc1)N/C=C1\CC(=O)NC1=O (stereo unspecified)
  -4	-5	-9	-5
- CCCN(CCC)CC(=O)NCC1(c2ccccc2)CCOCC1
  x	x	1	6
- CCN(CC)S(=O)(=O)c1cccc(C(=O)N2CC(O)CC2C(=O)O)c1 (stereo unspecified)
  -29	23	10	23
- CS(=O)(=O)Nc1ccccc1C(=O)NCc1ccco1
  5	4	-7	4
- O=C(c1ccccc1Nc1ccc(SC(F)F)cc1)N1CCCCC1
  25	22	7	22
- O=C(COC(=O)c1ccccn1)NC1CCCCC1
  11	5	-22	5
- OC(CN=c1sc2ccccc2n1CC(O)COc1ccccc1)COc1ccccc1 (stereo unspecified)
  x	x	-4	-13
- Cc1ccc2c(C)c(C(=O)Nc3cccnc3)oc2c1
  x	x	8	4
- CCOC(=O)C1CCN(C(=O)c2ccc(Br)o2)CC1
  -2	-10	-5	-10
- CN(C)S(=O)(=O)c1ccc2nc(NC(=O)c3cccnc3)sc2c1
  0	x	x	x
- O=C(O)c1cc(-c2ccccc2)on1
  26	12	8	12
- O=C(Nc1cccnc1)C1CCCN1S(=O)(=O)c1ccc(Cl)c(Cl)c1 (stereo unspecified)
  -41	-5	-21	-5
- O=C(COC(=O)c1cnccn1)Nc1ccc2c(c1)OCO2
  -12	19	-2	19

Not all compounds are listed (hit frequency here may not be typical).
